# Growth percent in the NCI-60 one-dose screen (48 h, 10 µM unless noted): 100 = growth as untreated, 0 = no growth, -100 = all killed.
# SR – SR leukemia cells; actives 8.7% (n = 73,000)
# HOP-92 – HOP-92 NSCLC cells | actives 6.3% (n = 71,000) | AID 1794738
# MDA-MB-435 – MDA-MB-435 melanoma. actives 7.8% (n = 82,000)
# HOP-62 – HOP-62 NSCLC; AID 1794735; actives 3.9% (n = 80,000)
# CCRF-CEM – CCRF-CEM leukemia; AID 1794778; actives 7% (n = 77,000)
# RPMI-8226 – RPMI-8226 leukemia cells; actives 7.5% (n = 77,000); AID 1794781
# K-562 – K-562 leukemia. actives 7.4% (n = 78,000). AID 1794777
# MOLT-4 – MOLT-4 leukemia cells. actives 6.9% (n = 80,000). AID 1794779
# Active calls of the source: *; nt = not tested or not shown; ! = a repeat was not active. The calls were made as follows: active = growth percent below 10; inactive = the rest.
SMILES,SR,HOP-92,MDA-MB-435,HOP-62,CCRF-CEM,RPMI-8226,K-562,MOLT-4
CN1CCN(CCCOc2ccc3nc(Nc4ccc(F)c(F)c4)ccc3c2)CC1,-6.2*,5.7*,-72.3*,22.5,17.2,28.8,-30.3*,nt
O=C(CNc1ccncc1)Nc1ccccc1C(=O)O,105.3,88.2,96.3,102.1,107.9,110.2,98.0,104.3
CCCCCCCCCN1C(=O)/C(=c2\sc3n(c2=O)C2C(NN=3)N(CC)C(=O)N2CC)c2ccccc21 (stereo not given),5.6*,44.5,-9.5*,45.1,nt,80.4,21.3,99.7
CN(C)c1ccc2c(c1)CN1C(=O)c3ccccc3C1=N2,96.0,86.1,111.1,95.7,96.5,94.1,99.1,100.8
CC(=O)Nc1cccc(Nc2nc(-c3ccc(Cl)cc3)n3ncc(C#N)c3n2)c1,63.7,79.0,85.4,79.2,78.8,nt,nt,50.6
CN(C)CCC/C=N/Nc1ccc(Cl)cc1[N+](=O)[O-],114.1,nt,98.3,134.5,99.0,96.6,108.3,101.9
CCOC(=O)c1c(NC(=O)c2cccc(C(F)(F)F)c2)sc2cc(N3CCCC3)ccc12,102.7,105.9,102.0,96.8,103.2,114.4,111.8,94.3
NC(=S)N/N=C/c1ccccc1O,89.9,95.3,107.4,96.0,100.8,94.5,72.2,86.2
CC(C)CCC[C@@H](C)[C@H]1CC[C@@]2(C)C3=C(C(=O)C[C@]12C)[C@@]1(C)CC[C@H](O)C(C)(C)[C@@H]1CC3=O,74.0,102.6,100.8,99.8,69.1,71.3,57.0,76.4
CN(C)CCCC1(c2ccc(F)cc2)OCc2cc(-c3cncc4ccccc34)ccc21 (stereo not given),-3.3*,49.5,8.3*,65.0,26.9,35.3,1.1*,14.6
CCOC(=O)C(=O)Cc1nc2ccccc2s1,93.0,67.0,105.2,91.6,68.4,64.7,95.5,82.0
COc1ccc(/C=N/NC(=O)Cn2nc(Cc3ccc(OC)cc3)c3onc(C)c3c2=O)cc1,53.4,-20.0*,62.0,42.8,75.5,53.7,53.9,78.7
CC1NC(=O)C(C)NC1=O (stereo not given),110.7,40.3,99.8,97.1,109.0,95.5,113.5,93.2
C=CCN1C(=O)/C(=c2\sc3n(c2=O)C2C(NN=3)N(CC)C(=O)N2CC)c2ccccc21 (stereo not given),23.8,nt,-30.2*,32.4,12.8,nt,10.0,19.1
O=c1[nH]c2ccc(Cl)cc2cc1CSc1ccccc1Nc1nccc(-c2ccc(Cl)cc2)n1,77.2,87.6,96.8,101.3,90.6,84.0,71.6,60.9
COc1ccc2nc3ccccc3c(NCc3ccc(C)cc3)c2c1,-12.7*,nt,42.2,39.0,7.1*,-46.2*,2.7*,0.3*
COc1cc(/C=C/C(=O)c2ccc(B(O)O)cc2)cc(OC)c1OC,30.7,101.7,57.0,95.6,63.7,58.6,68.1,77.7
Cc1cc(-n2ccc(N)nc2=O)ccc1F,nt,83.4,111.6,103.3,84.2,91.3,89.4,97.2
Cc1nnc2c(N3N=C(C(=O)O)CCC3=O)nc3ccccc3n12,103.6,91.0,105.8,96.9,98.1,103.6,93.2,106.7
COc1cccc(CC(C)=C(c2ccc(OCCN3CCOCC3)cc2)c2ccc(OCCN3CCOCC3)cc2)c1,98.7,52.3,96.6,91.1,75.9,87.5,78.7,74.7
O=C1/C(=C\c2cn(-c3ccccc3)nc2-c2ccc(-c3cccs3)cc2)CCc2ccccc21,15.9,78.7,-24.6*,75.5,48.0,52.2,17.6,49.1
COc1cc(C2NC(=O)NC(C)=C2C(=O)OC(C)C)cc(OC)c1OC (stereo not given),nt,99.1,110.1,99.5,101.2,102.5,103.0,107.8
O=C(O)c1cnc(C2OCCO2)s1,114.8,99.0,108.0,98.7,113.3,114.3,135.1,116.7
Cc1cc(-c2ccc(Cl)cc2)n(Cc2nnc(SCC(=O)Nc3ccc(S(N)(=O)=O)cc3)o2)n1,84.2,119.7,99.3,103.9,93.0,75.6,77.7,73.6
COc1cccc(-c2nc3sccn3c2-c2ccnc(NCCNS(=O)(=O)c3ccc(C(F)(F)F)cc3)c2)c1,nt,34.4,33.6,62.0,22.6,3.5*,25.7,13.7
COc1ccc(C2=NN(C(C)=O)C(c3cn(-c4cccc(Cl)c4)nc3-c3ccc(OC)cc3)C2)cc1 (stereo not given),102.0,77.6,104.7,93.1,94.3,95.0,99.3,97.7
COc1ccc(-c2sc3nc(-c4ccc(F)cc4)c(/C=C/c4cc(OC)c(OC)c(OC)c4)n3c2-c2ccc(OC)cc2)cc1,102.5,80.7,102.8,93.9,99.4,96.8,108.3,95.9
CCCCCN(CCCCC)CC(=O)OCC,92.4,90.1,98.4,99.7,nt,97.3,87.9,87.5
N#C/C(=C\c1ccc(-c2cccc(C(F)(F)F)c2)o1)c1nc(-c2ccc(F)cc2)cs1,99.5,91.3,103.6,102.8,96.6,96.0,95.0,98.7
C/C(=N\NC(=O)Nc1ccc(Cl)cc1)c1nnn(-c2ccc(Br)cc2)c1C,96.5,85.1,100.8,127.8,110.1,98.7,100.4,102.2
COc1ccc(N=Nc2c(N)nn3c(N)c(C#N)c(-c4ccc(OC)cc4)nc23)cc1,104.9,101.9,104.8,107.4,96.3,96.3,105.1,115.7
O=C(CCCN1C(=O)c2ccccc2C1=O)Nc1nc2ccccc2[nH]1,126.2,88.3,103.3,87.2,98.6,102.3,91.1,133.3
O=C(Nc1cc(-c2cccnc2)nc(NCCCN2CCOCC2)n1)c1cc(Br)cc(C(F)(F)F)c1,4.2*,34.6,9.5*,69.4,42.8,30.2,8.8*,45.1
CCCCCCCCCCCCCC(=S)NCCCC[C@H](NC(=O)OCc1ccccc1)C(=O)Nc1ccccc1,nt,19.8,51.4,58.4,27.3,32.0,17.1,21.6
O=Nc1c(-c2ccccc2)n(O)[n+]([O-])c1-c1ccccc1,94.8,101.8,104.4,100.7,96.2,96.2,94.9,91.0
CSc1nc(NCC(C)C)c(C#N)c(-c2cccc([N+](=O)[O-])c2)n1,nt,96.2,93.4,92.6,100.3,103.1,106.9,105.4

# A run of entries from further up:
SMILES,SR,HOP-92,MDA-MB-435,HOP-62,CCRF-CEM,RPMI-8226,K-562,MOLT-4
COc1cccc(CC(C)=C(c2ccc(OCCN3CCOCC3)cc2)c2ccc(OCCN3CCOCC3)cc2)c1,98.7,52.3,96.6,91.1,75.9,87.5,78.7,74.7
O=C1/C(=C\c2cn(-c3ccccc3)nc2-c2ccc(-c3cccs3)cc2)CCc2ccccc21,15.9,78.7,-24.6*,75.5,48.0,52.2,17.6,49.1
COc1cc(C2NC(=O)NC(C)=C2C(=O)OC(C)C)cc(OC)c1OC (stereo not given),nt,99.1,110.1,99.5,101.2,102.5,103.0,107.8
O=C(O)c1cnc(C2OCCO2)s1,114.8,99.0,108.0,98.7,113.3,114.3,135.1,116.7
Cc1cc(-c2ccc(Cl)cc2)n(Cc2nnc(SCC(=O)Nc3ccc(S(N)(=O)=O)cc3)o2)n1,84.2,119.7,99.3,103.9,93.0,75.6,77.7,73.6
COc1cccc(-c2nc3sccn3c2-c2ccnc(NCCNS(=O)(=O)c3ccc(C(F)(F)F)cc3)c2)c1,nt,34.4,33.6,62.0,22.6,3.5*,25.7,13.7
COc1ccc(C2=NN(C(C)=O)C(c3cn(-c4cccc(Cl)c4)nc3-c3ccc(OC)cc3)C2)cc1 (stereo not given),102.0,77.6,104.7,93.1,94.3,95.0,99.3,97.7
COc1ccc(-c2sc3nc(-c4ccc(F)cc4)c(/C=C/c4cc(OC)c(OC)c(OC)c4)n3c2-c2ccc(OC)cc2)cc1,102.5,80.7,102.8,93.9,99.4,96.8,108.3,95.9
CCCCCN(CCCCC)CC(=O)OCC,92.4,90.1,98.4,99.7,nt,97.3,87.9,87.5
N#C/C(=C\c1ccc(-c2cccc(C(F)(F)F)c2)o1)c1nc(-c2ccc(F)cc2)cs1,99.5,91.3,103.6,102.8,96.6,96.0,95.0,98.7
C/C(=N\NC(=O)Nc1ccc(Cl)cc1)c1nnn(-c2ccc(Br)cc2)c1C,96.5,85.1,100.8,127.8,110.1,98.7,100.4,102.2
COc1ccc(N=Nc2c(N)nn3c(N)c(C#N)c(-c4ccc(OC)cc4)nc23)cc1,104.9,101.9,104.8,107.4,96.3,96.3,105.1,115.7
O=C(CCCN1C(=O)c2ccccc2C1=O)Nc1nc2ccccc2[nH]1,126.2,88.3,103.3,87.2,98.6,102.3,91.1,133.3
O=C(Nc1cc(-c2cccnc2)nc(NCCCN2CCOCC2)n1)c1cc(Br)cc(C(F)(F)F)c1,4.2*,34.6,9.5*,69.4,42.8,30.2,8.8*,45.1
CCCCCCCCCCCCCC(=S)NCCCC[C@H](NC(=O)OCc1ccccc1)C(=O)Nc1ccccc1,nt,19.8,51.4,58.4,27.3,32.0,17.1,21.6
O=Nc1c(-c2ccccc2)n(O)[n+]([O-])c1-c1ccccc1,94.8,101.8,104.4,100.7,96.2,96.2,94.9,91.0

# The list continues.
SMILES,SR,HOP-92,MDA-MB-435,HOP-62,CCRF-CEM,RPMI-8226,K-562,MOLT-4
CCOC(=O)c1c2c(c(-c3ccc(OC)cc3)n1Cc1ccccc1OC)CCCc1cnoc1-2,74.8,61.9,89.0,96.3,79.1,62.7,58.2,66.9
O=C(CC1Sc2ccccc2NC1=O)NNc1ccc(F)cc1 (stereo not given),83.5,71.4,31.0,57.1,7.4*,78.7,13.6,45.8
S=C1NCCN1c1ccc(Cl)cc1,100.1,100.9,97.5,110.4,nt,106.0,101.4,101.5
CN1C(=O)N(C)C2SC(N/N=C/c3ccccc3)=NC21 (stereo not given),13.6,111.3,-13.7*,76.9,78.4,97.4,19.2,54.9
O=C(Nc1ccccc1)Nc1ccc(Nc2ncnc3sc4c(c23)CCOC4)cc1,59.9,84.8,80.4,48.7,56.9,62.5,90.8,55.9
O=C(/C=C/Nc1ccc([N+](=O)[O-])cc1)c1ccc2c(c1)Nc1ccccc1S2,63.8,72.1,102.4,82.3,81.9,77.8,60.7,67.3
O=C(N/N=C/[C@H]1[C@@H]2CCO[C@@H]2C[C@@H]1O)c1ccncc1,92.9,112.8,104.3,84.3,99.1,93.9,87.2,87.1
COc1ccc(/C=C/C(=O)c2cccc(NS(C)(=O)=O)c2)cc1,-10.2*,60.5,90.0,90.2,1.7*,nt,nt,40.8
CC1=C(NCCN2CCCC2)C(=O)c2c(OCc3cccc(Cl)c3)cccc2C1=O,14.1,60.6,61.8,78.4,54.9,60.9,30.8,51.5
CC(C)(C)c1ccc(S(=O)(=O)Nc2ccccc2N)cc1,91.1,82.0,98.0,90.0,93.2,86.0,98.7,100.4
COc1cc(-n2nc(C(=O)NCc3ccc(C(=O)O)cc3)nc2-c2ccccc2)cc(OC)c1OC,95.6,97.1,107.8,96.9,104.7,102.1,106.1,102.8
COc1ccc(-c2nnc(-c3nc(-c4cc(OC)c(OC)c(OC)c4)n4ccccc34)o2)cc1,55.4,21.4,75.3,79.3,nt,21.5,36.7,46.9
N#Cc1c(-c2cccs2)cc(-c2cnccn2)nc1SCC(=O)Nc1ccccc1,90.4,nt,104.2,104.2,107.9,116.1,87.2,96.8
CCOC(=O)C(CCc1ccccc1[N+](=O)[O-])C(C)=O (stereo not given),84.3,103.1,112.3,104.1,106.6,101.8,85.1,94.3
CN1CCN(Cc2ccc(NC(=O)c3cncc(C#Cc4cnn5cccnc45)c3)cc2C(F)(F)F)CC1,-16.3*,nt,3.2*,10.2,2.5*,6.0*,-11.5*,6.6*
O=C(NCCNc1nccc(-c2c(-c3ccc(F)cc3)nc3sccn23)n1)c1ccccc1,49.1,nt,33.2,66.8,47.1,30.7,47.9,52.4
N=C(N)c1ccc(-c2ccc(-c3ccc(Cl)cc3)s2)nc1,1.7*,65.1,-15.0*,36.0,-45.8*,-24.6*,-45.1*,-57.8*
CC(=O)Oc1ccc(Nc2c3ccccc3nc3ccccc23)cc1,nt,-4.0*,8.2*,11.2,-8.7*,-16.2*,6.8*,1.5*
O=C1Nc2ccc([N+](=O)[O-])cc2C1=Nc1ccccc1,nt,118.3,111.1,113.9,103.1,121.3,nt,nt
CCN(CC)CCCC(CNc1ccnc2cc(Cl)ccc12)c1ccc(Cl)cc1 (stereo not given),-57.7*,-68.6*,-61.5*,4.6*!,-46.6*,-24.9*,-71.0*,-51.4*
COC(=O)C1=C/C=C\CN(C(c2ccccc2)c2ccccc2)/C=C\1C(=O)OC,80.9,61.3,97.2,106.1,96.5,72.0,91.0,83.0

# Reformatted field by field: 2 of the compounds above
> CN1CCN(Cc2ccc(NC(=O)c3cncc(C#Cc4cnn5cccnc45)c3)cc2C(F)(F)F)CC1
  SR: -16.3* | HOP-92: nt | MDA-MB-435: 3.2* | HOP-62: 10.2 | CCRF-CEM: 2.5* | RPMI-8226: 6.0* | K-562: -11.5* | MOLT-4: 6.6*
> O=C(NCCNc1nccc(-c2c(-c3ccc(F)cc3)nc3sccn23)n1)c1ccccc1
  SR: 49.1 | HOP-92: nt | MDA-MB-435: 33.2 | HOP-62: 66.8 | CCRF-CEM: 47.1 | RPMI-8226: 30.7 | K-562: 47.9 | MOLT-4: 52.4
